TCR activator = activates T cell receptor signaling | primary human leukocytes, anti-CD3, IL-2 HTRF, 48 h | Potency, µM (series often up to 9.22 µM), inactives show at the highest dose activation of IL-2 secretion, most hits filed as activators | AID 504894 | 330,000 tested, under 10 active; note: % of control where 0% means no effect
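IL-2 release read by HTRF sandwich (Eu cryptate donor, d2 acceptor, 665 nm emission) after 48 hr exposure of primary human leukocytes to compound together with anti-CD3 beads in the absence of co-stimulatory signals.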
B2AR arrestin = agonists driving beta-arrestin recruitment to human beta2-adrenergic receptor | beta-arrestin recruitment to beta2AR, cell-based reporter | actives 0.02% (n = 330,000) | Potency, µM (doses to about 46.1 µM), inactives show top-dose activation, usual class: activators | P07550 | AID 492947;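 note: potency is the fitted concentration of half-maximal effect; 0% = DMSO controls and full agonism = EC100 isoproterenol or metaproterenol; nearly all actives have a fitted effect of over 65% in size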
Target sequence (P07550 whole entry, looked up): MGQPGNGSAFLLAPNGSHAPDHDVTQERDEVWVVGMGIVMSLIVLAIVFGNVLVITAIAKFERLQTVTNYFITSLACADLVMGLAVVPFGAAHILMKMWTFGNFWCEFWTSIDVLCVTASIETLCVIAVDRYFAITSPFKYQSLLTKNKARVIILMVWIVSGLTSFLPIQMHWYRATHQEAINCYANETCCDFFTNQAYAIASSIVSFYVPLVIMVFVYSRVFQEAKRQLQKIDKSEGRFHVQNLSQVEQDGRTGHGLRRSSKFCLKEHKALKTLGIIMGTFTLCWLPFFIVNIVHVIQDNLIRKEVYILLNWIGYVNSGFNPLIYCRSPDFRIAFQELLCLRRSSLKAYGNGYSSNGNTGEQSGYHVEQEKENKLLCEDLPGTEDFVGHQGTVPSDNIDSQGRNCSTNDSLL
USP2a block = USP2a (human) protease inhibition | AID 463254 | Potency, µM (titrated, usually from 38.3 µM), for the others: at the top dose activity change, negative = inhibition, hits mostly inhibitors | O75604 | actives 0.01% (n = 330,000) | USP2 core, Ub-CHOP2 coupled fluorogenic reporter, 485/531;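 note: potency is the fitted concentration of half-maximal effect; plate controls were DMSO wells for no effect and full inhibition by NEM control for full effect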
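USP2 core (10nM final) preincubated 30min RT with compound in 20mM Tris-HCl pH 8.0, 2mM CaCl2, 2mM beta-mercaptoethanol, 0.05% CHAPS; 25nM Ub-CHOP2 plus 25nM reporter substrate added, fluorescence (Ex485/Em531) read after 60min.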
Eya2 phos inh = blocks the phosphatase activity of human Eya2; AID 488837; recombinant Eya2, OMFP fluorescence dephosphorylation (OMFP is methylfluorescein phosphate); Potency, µM (titrated, usually from 76.9 µM), for inactives: at the highest dose activity, negative = inhibition, most hits filed as inhibitors; actives 0.006% (n = 330,000); note: potency is the fitted concentration of half-maximal effect; % is set by controls: 0 for no effect and ±100 for the full control effect
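Eya2 (0.2 uM) preincubated 10 min at ambient with compound, then OMFP substrate added at 50 uM; 10 min reaction in 50 mM HEPES pH 7.5, 50 mM NaCl, 5 uM MgCl2, 0.05% BSA, 1 mM DTT. Fluorescence read at Ex 485/Em 525 nm.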
Chronic BCR inh = blocks chronic active B-cell receptor signaling; Potency, µM (series often up to 46.1 µM), for the others: at the highest dose ratio change, negative = lower green/red ratio, usual class: inhibitors; ABC-DLBCL IkBa-CBG/CBR reporter, luminescence ratio, 4 h; actives 0.05% (n = 340,000); active = well fitted inhibition curve with a large enough effect in the signal ratio, with a control signal flat, not every such curve was filed as active; inconclusive = small, poorly fitted or top-dose-only effect, or effect the other way, or a change in a side signal; the % refers to the signal ratio;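 note: potency is the fitted concentration of half-maximal effect; plate controls were basal doxycycline-induced cells for no effect and cells given 10 µM MG132 for full effect; MG132 reads +100%, hits lower the ratio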
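TMD8 ABC-DLBCL cells carrying doxycycline-inducible green luciferase fused to IkappaBalpha plus unfused red luciferase were exposed to compounds (up to 46 uM) for 4 hrs at 37C. Activity came from the overlap-corrected green/red luminescence ratio.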
Tb PFK inh = inhibitors of T. brucei phosphofructokinase. O15648. T. brucei PFK, ADP-Glo luminescence. Potency, µM (highest dose often 57.5 µM), for inactives: at the top dose activity, negative = inhibition, actives largely listed as inhibitors. actives 0.17% (n = 330,000);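 note: potency is the fitted concentration of half-maximal effect; 0% = uninhibited 1x PFK enzyme wells and -100% = no-enzyme wells; nearly all actives have a fitted effect of over 60% in size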
Target sequence (O15648 whole entry, looked up): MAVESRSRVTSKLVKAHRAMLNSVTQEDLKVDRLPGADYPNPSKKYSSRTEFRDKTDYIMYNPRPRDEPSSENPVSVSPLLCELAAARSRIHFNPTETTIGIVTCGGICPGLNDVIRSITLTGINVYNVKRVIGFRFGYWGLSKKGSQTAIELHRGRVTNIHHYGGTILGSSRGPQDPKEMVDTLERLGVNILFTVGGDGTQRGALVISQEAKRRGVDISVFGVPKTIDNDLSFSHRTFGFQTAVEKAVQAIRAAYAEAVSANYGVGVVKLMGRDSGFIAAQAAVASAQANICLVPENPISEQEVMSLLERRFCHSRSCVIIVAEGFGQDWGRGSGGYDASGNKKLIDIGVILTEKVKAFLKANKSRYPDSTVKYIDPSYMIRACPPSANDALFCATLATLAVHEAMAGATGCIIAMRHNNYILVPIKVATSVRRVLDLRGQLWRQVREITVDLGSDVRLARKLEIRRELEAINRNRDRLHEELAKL
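In TEA buffer at pH 8.0 with 5 mM MgCl2, enzyme (1.25 nM) converted F6P (0.5 mM) and ATP (0.1 mM) for 45 min at room temperature. ADP product was read by luciferase luminescence.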
ELG1 DNA repair = blocks ELG1-dependent DNA repair in HEK293T cells | AID 504467 | actives 2.3% (n = 330,000) | Potency, µM (highest dose often 46.1 µM), for the others: top-dose activity change, negative = inhibition, usual class: inhibitors | HEK293T ELG1-luciferase reporter, luminescence, 16 h; DNA damage induced by 5-fluorouridine; note: potency is the fitted concentration of half-maximal effect; % is set by controls: 0 for no effect and ±100 for the full control effect; nearly all actives have a fitted effect of over 55% in size
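Step one: seed 2,000 cells per well. Step two: pin-transfer compound or DMSO alongside 5-fluorouridine. Step three: incubate 16 hr, 37 °C, 5% CO2. Step four: add ONE-Glo, wait 30 min, read luminescence.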
Mito fusion act = mitochondrial division inhibition or fusion activation; Potency, µM (doses to about 46.1 µM), inactives show at the top dose growth rescue (activation), actives largely listed as activators; S. cerevisiae fusion-defective mutant growth rescue, CellTiterGlo 48 h; AID 485298; actives 0.23% (n = 320,000);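 note: potency is the fitted concentration of half-maximal effect; % of control where 0% means no effect; nearly all actives have a fitted effect of over 45% in size; temperature-sensitive fusion mutants such as fzo1-1 at 37 °C on non-fermentable ethanol glycerol medium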
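Luminescent cell viability in 1536-well qHTS format served as the measure of rescued growth in ts fusion-mutant S. cerevisiae cultured on non-fermentable YPEG for 48 hours at 37C.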
uPA surface inh = blocks generation of uPA at the cell surface. cell surface uPA generation assay, qHTS. actives 0.31% (n = 330,000). Potency, µM (titrated, usually from 38.3 µM), without a hit: at the top dose activity change, negative = inhibition, most hits filed as inhibitors; active = well fitted inhibition curve with a large enough effect; inconclusive = small, poorly fitted or top-dose-only effect; inactive = no such curve, though single readings can be large or run the other way; tested in mouse RAW 264.7 cells; note: potency is the fitted concentration of half-maximal effect; % is set by controls: 0 for no effect and ±100 for the full control effect; nearly all actives have a fitted effect of over 55% in size
TSHR antag = antagonists of human thyroid stimulating hormone receptor; P16473; TSHR-expressing cells, TSH-stimulated cAMP HTRF, 2 h; stronger effect = lower value; activity change, negative = inhibition, % at 11.5 µM; actives 0.2% (n = 330,000);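 active = activity change below a set negative limit, meaning inhibition stronger than a set level, cut at about -70% in these data; inconclusive = activity change between two set negative limits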; note: % is set by controls: 0 for no effect and ±100 for the full control effect
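Freshly harvested TSHR cells receive pin-tooled compound, then EC80 TSH at 4nM final. After 2 hours at 37 deg C, antibody in lysis buffer and cAMP-d2 are added; 30 minutes at ambient temperature precede the HTRF read.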
PTAP TSG101 blk = blocks PTAP/TSG101 interaction to inhibit HIV-1 budding | 340,000 tested, under 10 active | Potency, µM (titrated, usually from 115 µM), without a hit: at the top dose activity change, negative = inhibition, usual class: inhibitors | Fluorescence polarization, FITC-PTAP peptide / Tsg101 binding; active = well fitted inhibition curve with a large enough effect in the main read-out, with a control signal flat, not every such curve was filed as active; inconclusive = small, poorly fitted or top-dose-only effect, or effect the other way, or a change in a side signal; inactive = no such curve, though single readings can be large or run the other way; note: potency is the fitted concentration of half-maximal effect; % of control where 0% means no effect
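Tsg101 binding domain (10 uM final) was mixed with compound and a FITC-labeled PTAP peptide (50 nM final) in HEPES pH 7.5 buffer with NaCl, Tween 20, EDTA and TCEP; fluorescence polarization was read after 20 min at r.t.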
* = called active by the depositor; u = inconclusive; x = no result given; [ ] = remark or other dose. Unless noted, calls come from the whole dose curve; as a rule, active = well fitted curve in the direction sought with a large enough effect; inconclusive = small, poorly fitted or top-dose-only effect, or another doubt; inactive = no such curve, though single readings can be large; an effect the other way counts as inactive or inconclusive. No enrichment for hits. Share with any hit: about 3%.

canonical_smiles	TCR activator	Tb PFK inh	TSHR antag	Mito fusion act	uPA surface inh	Eya2 phos inh	ELG1 DNA repair	PTAP TSG101 blk	USP2a block	B2AR arrestin	Chronic BCR inh
CCOC(=O)Nc1ccc2c(c1)N(C(=O)CCN(C)C)c1ccccc1S2	6%	-2%	-37	0%	-9%	-6%	-3%	-5%	-1%	8.2%	u
Cc1ccc(C(C)NC(=O)/C(C#N)=C\c2c(C)[nH]c3ccccc23)cc1 (configuration not stated)	-1%	1%	-28	-10%	x	-17%	-4%	-2%	-7%	-0.8%	u
CN(C(=O)c1coc(=O)c2ccccc12)c1ccccc1Cl	-5%	-5%	1	2%	-2%	-9%	-4%	-3%	1%	-0.2%	-3%
COc1ccc(N2C(=O)CCC2(C#N)c2ccc(OC)cc2)cc1 (configuration not stated)	-5%	-1%	20	-2%	7%	-7%	-5%	-5%	2%	0.3%	1%
COc1cc(-c2nnc(SCc3cc(=O)oc4cc(O)c(O)cc34)o2)cc(OC)c1OC	3%	u	-17	-1%	x	-13%	u	-1%	-4%	0.1%	-11%
O=C(OCc1cc(=O)n2ccsc2n1)c1ccc(OC(F)F)cc1	x	-4%	-10	0%	0%	2%	28%	-4%	2%	0.0%	-6%
COc1ccc(CCCc2nnc(SCC(=O)Nc3nccs3)n2C)cc1C	-8%	0%	-1	-6%	-1%	-31%	-16%	-1%	2%	-0.2%	19%
Cc1ccc(CNC(=S)NC2CCCCC2)cc1	-1%	2%	-9	-15%	-6%	-3%	10%	-1%	2%	-0.3%	-1%
COc1cc(O)oc1C=Nc1ccc(Cl)cc1Cl	2%	4%	-1	0%	4%	8%	-4%	-7%	-6%	-0.6%	0%
CCc1ccc(CNC(=O)c2cc3c(C)nc4ccccc4c3o2)cc1	4%	-11%	-24	16%	u	-24%	15µM*	-8%	5%	0.0%	u
COCCOC(=O)C1=C(C)NC(=O)NC1C1CC=CCC1 (configuration not stated)	x	-3%	-16	1%	-2%	2%	0%	-4%	5%	-0.4%	3%
COc1cc2c(cc1OC)-c1cc(NCc3ccccn3)nc(=O)n1CC2	-6%	u	-10	7%	-1%	16%	10%	-3%	-1%	-0.6%	6%
NS(=O)(=O)c1ccc(CNC(=O)c2cc(=O)[nH]c3ccccc23)cc1	3%	1%	-15	2%	-1%	-5%	27%	-1%	0%	-0.1%	2%
Cc1ccc(S(=O)(=O)N2CCCCC2)cc1NS(=O)(=O)c1ccc(Cl)c(C(=O)O)c1	0%	-9%	-2	1%	8%	7%	15%	0%	-1%	0.2%	4%
O=C(CNC(=O)c1ccccc1)c1ccccc1	-2%	0%	1	-6%	u	8%	u	-2%	0%	0.1%	u
CC(=O)NC(C)C(c1cccs1)N1CCN(c2ccccc2)CC1 (configuration not stated)	-2%	0%[0.46 µM]	30	-3%	x	7%	30%	-5%	4%	-2.9%	0%
COc1ccc(C)cc1NC(=O)c1cc2c(=O)n3ccccc3nc2n1C	1%	-1%	-2	6%	-5%	9%	4%	-2%	5%	0.4%	u
CC(C)(C)C(=O)Nc1ccc(S(=O)(=O)c2ccc(NC(=O)C(C)(C)C)cc2)cc1	-25%	2%	14	0%	-1%	-1%	-21%	-11%	3%	0.3%	-19%
CCCCn1c(N)c(N(CCOC)C(=O)c2cc(=O)[nH]c3ccccc23)c(=O)[nH]c1=O	7%	-3%	-1	0%	7%	14%	0%	-4%	0%	-0.2%	6%
COc1ccc(CNC(=O)C(C)n2nc(C)c3c(C)n(-c4ccc(C)cc4)nc3c2=O)cc1 (configuration not stated)	5%	0%	-12	-6%	-8%	-3%	u	-3%	4%	-0.9%	8%

Next structures
canonical_smiles	TCR activator	Tb PFK inh	TSHR antag	Mito fusion act	uPA surface inh	Eya2 phos inh	ELG1 DNA repair	PTAP TSG101 blk	USP2a block	B2AR arrestin	Chronic BCR inh
Cc1sc2ncnc(N3CCC(C(=O)Nc4ccc(C#N)cc4)CC3)c2c1C	-4%	-3%	33	7%	5%	5%	u	-9%	-1%	-0.3%	-9%
c1ccc2c(c1)oc1c(N3CCN(Cc4ccc5c(c4)OCO5)CC3)ncnc12	5%	-2%	-26	25%	-9%	6%	u	-6%	4%	0.2%	1%
O=C(Nc1ccccc1N1CCCCC1)c1ccc([N+](=O)[O-])o1	-3%	-2%	-18	5.6µM*	-2%	-11%	-4%	-5%	2%	-0.3%	7%
CC(=O)N(C1=C(N)C(=O)c2ccccc2C1=O)c1ccccc1	-5%	-2%	3	-30%	-8%	-2%	18µM*	0%	1%	0.5%	0%
Cc1cccc(OCCCC(=O)Nc2ccc(N3CCCCC3)cc2)c1	2%	2%[0.46 µM]	-1	-1%	4%	27%	-23%	-3%	2%	0.6%	3%
Cc1ccc(N(CC(=O)NCCSc2ccccn2)S(C)(=O)=O)cc1	-5%	0%	1	-5%	1%	-4%	11%	-1%	0%	0.3%	-5%
O=C(NCCc1nc2ccccc2[nH]1)c1ccc([N+](=O)[O-])cc1	-4%	0%	5	3%	1%	11%	4%	-1%	2%	-0.8%	-2%
CCCc1nnc(SCC(=O)N2CCCC(C)C2)n1CCCOC (configuration not stated)	-1%	4%	5	1%	0%	5%	4%	0%	1%	-0.2%	-2%
O=C(Nc1ccc([N+](=O)[O-])cc1)c1cc2ccccc2nc1Cl	-6%	-1%	6	4%	-2%	6%	18µM*	-17%	0%	0.4%	u
CCN1CCC(NC(=O)Nc2ccccc2C(=O)OC)CC1	-3%	0%	-10	0%	12%	6%	14%	-4%	2%	0.4%	-7%
CC(C)C[C@H](NC(=O)c1nc[nH]c1C(=O)N(C)Cc1ccccc1)C(=O)OC(C)(C)C	0%	17%	11	9%	5%	1%	u	-2%	0%	-0.7%	4%
COc1ccc(N2CCN(S(=O)(=O)c3c[nH]c(=O)[nH]c3=O)CC2)cc1	0%	0%	-5	-9%	-1%	26%	12%	-1%	0%	-3.4%	-6%
C=CCN1C(=O)CN=C1Nc1ccccc1	0%	1%	2	-1%	0%	16%	4%	-1%	1%	-0.7%	-7%
COc1cc2c3c(c1OC)C1(C=CC(=NNC(N)=O)C=C1)CC3N(C(C)=O)CC2 (configuration not stated)	-1%[46.1 µM]	-4%	0	-3%	15%	-4%	13%	-5%	2%	4.9%	u
C[n+]1ccc(CC2C(=[N+]([O-])[O-])C=Nc3ncnn32)cc1 (configuration not stated)	-10%	0%	0	-3%	7%	2%	0%	-2%	0%	-1.7%	-1%
O=S(=O)(CCN1CCCCC1)Oc1ccc(Cl)cc1Cl	-3%	-2%	2	1%	0%	2%	10%	-3%	0%	-0.7%	0%
COc1cc(/C=C/C(=O)OCC(=O)N2CCCc3ccccc32)ccc1OCC#N	-4%	3%	-3	-4%	12%	3%	-23%	-5%	-6%	-1.1%	-10%
COC(=O)c1c(C(=O)OC)c(-c2cccc(C)c2)n2c1CS(=O)(=O)C2	6%	0%	-4	1%	-2%	19%	-6%	-6%	-1%	-0.3%	-17%
Cc1cc(=O)[nH]c2nnc(SCC(=O)N3CC(C)OC(C)C3)n12 (configuration not stated)	7%	0%	0	0%	2%	-22%	9%	-3%	0%	0.1%	-2%
O=C(O)CCc1ccc(S(=O)(=O)Nc2ccc(OCc3ccccc3)cc2)cc1	-1%	2%	-20	2%	0%	-3%	10%	-9%	1%	-0.3%	2%

Next part
canonical_smiles	TCR activator	Tb PFK inh	TSHR antag	Mito fusion act	uPA surface inh	Eya2 phos inh	ELG1 DNA repair	PTAP TSG101 blk	USP2a block	B2AR arrestin	Chronic BCR inh
CCn1cc(C(=O)O)c(=O)c2cc(OC)ccc21	-1%	-2%	8	-5%	5%	16%	5%	-4%	-1%	1.0%	-1%
CCOC(=O)C1CCCN(CC(O)COc2cccc(C)c2)C1 (configuration not stated)	-3%[46.1 µM]	-7%	-10	1%	-1%	6%	11%	1%	2%	-0.9%	5%
COc1ccc(Cc2nnc(NC(=O)c3ccco3)s2)cc1	x	-7%	13	-3%	0%	-7%	u	-10%	-5%	0.4%	18%
CCc1nnc(NCC(=O)N2CCc3ccccc32)s1	-6%	-4%	6	0%	5%	8%	17%	-3%	-6%	-0.5%	4%
Cc1cc(-c2ccc(C(C)C)c(S(=O)(=O)Nc3cc(C)on3)c2)on1	2%	2%	-7	-1%	-5%	-9%	u	-3%	0%	0.9%	u
